ATG4B inhibitor = inhibitors of human ATG4B cysteine protease; Q9Y4P1; ATG4B cleavage of LC3-PLA2, NBD-HPC fluorescence, 1 h; inhibition, % at 8.33 µM; 340,000 compounds, 0.51% hits; AID 504462; in the data active means inhibition above about 40%
Target sequence (Q9Y4P1 whole entry, looked up): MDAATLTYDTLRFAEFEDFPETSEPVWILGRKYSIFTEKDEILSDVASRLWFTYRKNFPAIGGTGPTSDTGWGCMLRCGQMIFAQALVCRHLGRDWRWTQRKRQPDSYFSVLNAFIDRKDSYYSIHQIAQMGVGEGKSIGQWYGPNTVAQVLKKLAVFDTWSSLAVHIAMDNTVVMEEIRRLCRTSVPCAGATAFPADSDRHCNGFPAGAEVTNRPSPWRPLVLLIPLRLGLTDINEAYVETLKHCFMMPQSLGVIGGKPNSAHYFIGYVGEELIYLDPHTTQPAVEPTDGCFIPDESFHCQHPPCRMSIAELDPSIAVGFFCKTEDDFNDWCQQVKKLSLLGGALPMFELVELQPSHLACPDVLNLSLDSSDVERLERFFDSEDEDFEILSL
A3A deaminase = inhibitors of human APOBEC3A DNA deaminase | inhibition, % at 20 µM | AID 493011 | 330,000 compounds, 0.41% hits | P31941 | recombinant A3A, FAM/TAMRA ssDNA deamination fluorescence;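 active means at least 40% inhibition at 20 µM here, with at most 30% in a related deaminase screen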;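 further: plate controls were A3A with DMSO for no effect and wells lacking A3A enzyme for full effect; some results filed as inactive read as strong as hits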
HKDC1 inh = HKDC1 (human) hexokinase inhibition; recombinant HKDC1, G6PDH/diaphorase resazurin coupled fluorescence; inhibition, % at 20 µM; 340,000 compounds, 0.16% hits; AID 493160;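 active means inhibition above about 35% when tested at 20 µM, limit read from the data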;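 further: plate controls were DMSO wells with enzyme for no effect and DMSO wells lacking enzyme for full effect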
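Material – in-house recombinant HK5 (HKDC1) enzyme · Quantity – HKDC1 at 5 µg/mL · Buffer or medium – pH 8.0 Tris buffer with 10 mM MgCl2 · Reagent – glucose with 1 mM ATP · Dosing – single 20 µM dose · Times – reaction time 90 min, room temperature, protected from light · Technique – resorufin fluorescence at 613 nm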
hIAP act = increases human intestinal alkaline phosphatase activity; activation factor at 10 µM; AID 2524; purified human IAP, CDP-Star luminescence, 30 min; stronger effect = higher value; 1 = vehicle-only enzyme, 0 = enzyme-free background; 330,000 compounds, 0.16% hits; P09923;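 active means activation factor of the enzyme at least 2-fold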; further: the source names both 10 and 20 µM as test concentration; values of inactives mirror those of a sister screen read the other way
Target sequence (P09923 whole entry, looked up): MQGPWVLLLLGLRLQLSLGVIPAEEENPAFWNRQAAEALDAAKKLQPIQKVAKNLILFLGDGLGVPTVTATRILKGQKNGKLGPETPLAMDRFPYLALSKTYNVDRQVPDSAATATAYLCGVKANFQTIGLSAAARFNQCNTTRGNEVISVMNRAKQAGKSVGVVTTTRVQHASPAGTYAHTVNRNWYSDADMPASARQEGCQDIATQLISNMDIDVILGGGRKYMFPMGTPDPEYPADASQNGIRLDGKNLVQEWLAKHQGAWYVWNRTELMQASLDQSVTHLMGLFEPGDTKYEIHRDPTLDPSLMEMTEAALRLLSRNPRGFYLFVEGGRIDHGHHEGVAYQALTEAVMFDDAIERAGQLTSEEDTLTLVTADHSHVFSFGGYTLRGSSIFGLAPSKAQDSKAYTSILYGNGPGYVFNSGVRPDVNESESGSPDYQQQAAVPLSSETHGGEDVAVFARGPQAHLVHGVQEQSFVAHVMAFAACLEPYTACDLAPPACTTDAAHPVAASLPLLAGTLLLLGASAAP
PfG6PD inh = PfG6PD (Plasmodium falciparum) enzyme inhibition; PfGluPho enzyme, NADPH resazurin-diaphorase fluorescence; inhibition, % at 20 µM; 350,000 compounds, 0.78% hits;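 active means inhibition reaching at least a set limit at 20 µM in the primary screen, cut at about 59% in these data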;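 further: 0% = DMSO wells with substrate and 100% = DMSO wells lacking glucose-6-phosphate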
mIAP act = increases mouse intestinal alkaline phosphatase activity; 330,000 compounds, 0.24% hits; muIAP, CDP-Star luminescence, 30 min; stronger effect = higher value; 1 = vehicle-only enzyme signal, 0 = enzyme-free wells; activation factor at 10 µM;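 active means activation factor of at least 2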; further: the source names both 10 and 20 µM as test concentration; values of inactives mirror those of a sister screen read the other way
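Assay system: mouse IAP enzyme; Reagent: CDP-Star chemiluminescent phosphatase substrate; Compound: DMSO-dissolved test compounds; Incubation: 30 min, room temperature; Technique: luminescence from enzymatic CDP-Star hydrolysis; Controls: DMSO-only wells and no-enzyme negative control.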
mIAP inh = blocks mouse intestinal alkaline phosphatase; purified mouse IAP, CDP-Star luminescence, 30 min; inhibition, % at 10 µM; AID 2806; 330,000 compounds, 0.2% hits;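 active means inhibition of at least 40% at 10 µM in the primary screen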;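 further: plate controls were DMSO with enzyme for no effect and no enzyme wells for full effect; values of inactives mirror those of a sister screen read the other way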
hIAP inh = blocks human intestinal alkaline phosphatase; 330,000 compounds, 0.12% hits; purified IAP, CDP-Star luminescence, 30 min; P09923; inhibition, % at 10 µM;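 active means inhibition reaching a set limit with compound at 10 µM in the primary screen, cut at about 35% in these data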;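 further: plate controls were DMSO wells with enzyme for no effect and no-enzyme buffer wells for full effect; values of inactives mirror those of a sister screen read the other way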
Active calls of the source: *; x = no result given.

ATG4B inhibitor	A3A deaminase	HKDC1 inh	hIAP act	PfG6PD inh	mIAP act	mIAP inh	hIAP inh	molecule
9	-2	2	1	-2	1.1	-10	-1	CN(C)c1ccc(N2[C@@H](CC(=O)O)c3cc(C(F)(F)F)ccc3S2(=O)=O)cc1
2	0	-5	1.1	8	1	-3	-14	CCc1ccc(-c2cc(C)no2)cc1S(=O)(=O)Nc1ccccn1
-8	-7	-4	0.98	-8	0.95	5	2	N#CCCNC(=O)CCN1CCCCC1
-8	-2	-4	0.92	11	1	0	8	COc1ccc(OCCCC(=O)OCC(=O)Nc2c(C)nn(-c3ccccc3)c2C)cc1
-6	-3	1	0.96	-3	0.86	14	4	NS(=O)(=O)c1cc2c(cc1Cl)NC(CSCc1ccccc1)=NS2(=O)=O
-1	2	-4	1.1	9	0.94	6	-14	CCCCC(=O)Nc1ccc(C(=O)Nc2cccnc2)cc1
2	-3	-7	0.96	7	1	-1	4	COc1ccc(S(=O)(=O)NC2(C(F)(F)F)NC(=O)N(CCc3ccc(OC)c(OC)c3)C2=O)cc1 (stereo not given)
-10	-2	2	1.1	-2	1	0	-13	COc1ccc(N2CCN(C(=O)CCc3ccc(S(=O)(=O)NC(C)C)cc3)CC2)cc1
6	0	13	1	2	0.98	2	-4	N=c1c2c(-c3ccccc3)c(-c3ccccc3)n(Cc3ccco3)c2ncn1Cc1ccco1
0	-5	-1	1.3	5	0.96	4	-33	CCOc1ccc(-c2nc(CSCC(=O)NC3CC3)c(C)o2)cc1
-3	-2	-9	1.2	11	0.96	4	-19	O=[N+]([O-])c1ccccc1S(=O)(=O)NCCc1ccncc1
2	30	-3	0.98	5	1.1	-11	2	COC(=O)C1=C(C)N(Cc2ccccc2)C(=NCCc2ccccn2)N[C@H]1c1cccc(C(F)(F)F)c1
4	1	4	1	-1	1	0	-4	COc1ccc(N2CCN(c3nccs3)CC2)cc1
9	0	-5	0.96	-5	1	-1	4	CC1=CC2=NC(=O)/C(=C\c3ccc(-c4cccc(Cl)c4)o3)C(=N)N2O1
-2	-1	-3	1.1	-1	1.1	-10	-8	O=C(Nc1ccc(C(=O)N2CCCCC2)cc1)c1ccc([N+](=O)[O-])cc1
2	-3	-6	0.95	0	0.95	5	5	CCn1nnc2cc(C(=O)N3CCC(C(=O)OC)CC3)ccc21
-6	-2	-9	1	-6	1	-2	0	COc1ccc(CN2CCN(CCC(C)C)C(CCO)C2)cc1Cn1cccn1 (stereo not given)
13	6	-2	0.97	20	0.8	20	3	COC(=O)C1=C(O)/C(=C\c2ccc(O)c(OC)c2)N=C1C
7	0	-2	1	-8	1	-1	-4	COc1ccc(NC(=O)C2C3C=CC4(CN(Cc5cccnc5)C(=O)C24)O3)c(OC)c1 (stereo not given)
16	-2	-2	0.94	-10	0.99	1	6	CC1CCN(c2c(NCC3CCC(C(=O)NCc4ccccc4)CC3)c(=O)c2=O)CC1 (stereo not given)
-3	-4	6	1.1	2	1.1	-6	-9	O=C(COC(=O)C1(c2ccc(Cl)cc2)CCCC1)NCc1ccco1
5	0	-9	1.1	1	0.99	1	-5	O=C(NCC1CCCO1)c1csc2c1CCCCC2 (stereo not given)
-21	-2	1	1.5	25	1	-1	-52	CC(C)(C)OC(=O)NCCCCCNC(=O)c1[nH]cnc1C(=O)Nc1ccc(Cl)cc1
-6	1	-6	1.1	0	0.94	6	-12	COc1ccc(OC)c(CN(CCCN2CCOCC2)C(=O)Nc2ccccc2)c1
3	-2	-3	1	14	0.92	8	-5	CC(Oc1cc2oc(=O)c3c(c2cc1Cl)CCC3)C(=O)NCCCn1ccnc1 (stereo not given)
1	1	-12	1.1	-12	0.92	8	-10	FC(F)Oc1ccccc1NC(=S)Nc1cccnc1
0	-6	3	0.94	-11	0.98	2	6	Cc1cc(=O)n2[nH]cc(-c3ccccc3)c2n1
-1	-2	-6	1	10	0.98	2	-2	O=C(Nc1c(C(=O)N2CCC(N3CCCCC3)CC2)oc2ccccc12)c1c(F)cccc1F
-9	-2	4	1.2	15	1.1	-11	-18	CCSc1ccc([C@@H]2[C@@H]3C(=O)N(C)C(=O)[C@@H]3[C@]3(C(=O)OC)CCCCN23)cc1OC
0	-2	14	0.71	-24	0.92	8	29	Cc1ccccc1CNC(=O)Cc1cccs1

Ordered by the number under mIAP inh (descending): 6 from the list above.
SMILES	mIAP inh
COc1ccc(OC)c(CN(CCCN2CCOCC2)C(=O)Nc2ccccc2)c1	6
O=[N+]([O-])c1ccccc1S(=O)(=O)NCCc1ccncc1	4
Cc1cc(=O)n2[nH]cc(-c3ccccc3)c2n1	2
COc1ccc(N2CCN(C(=O)CCc3ccc(S(=O)(=O)NC(C)C)cc3)CC2)cc1	0
CC(C)(C)OC(=O)NCCCCCNC(=O)c1[nH]cnc1C(=O)Nc1ccc(Cl)cc1	-1
O=C(COC(=O)C1(c2ccc(Cl)cc2)CCCC1)NCc1ccco1	-6

Continuation.
ATG4B inhibitor	A3A deaminase	HKDC1 inh	hIAP act	PfG6PD inh	mIAP act	mIAP inh	hIAP inh	molecule
-2	-4	-4	1	6	0.98	2	-1	CC1CCc2c(C(=O)NCC3CCCO3)csc2C1 (stereo not given)
-4	-2	-9	1	3	1.1	-10	-1	CCN1CCN(CC(=O)c2ccc(OC)cc2)CC1
-1	9	1	0.91	16	0.94	6	9	COc1ccc(NC(=O)COc2cccc(C(F)(F)F)c2)cn1
4	2	-7	0.98	-7	1	0	2	Clc1nc(Cl)nc(N(c2ccccc2)c2ccccc2)n1
1	0	-3	1.1	-18	1	-2	-12	COc1ccc(S(=O)(=O)c2c(O)c3ccc(C(=O)Nc4ccccc4)cc3[nH]c2=O)cc1
-4	-1	-4	1.1	9	1.1	-5	-12	CCOC(=O)C1(Cc2cccc(OC)c2)CCN(Cc2ccc(OC)c(OC)c2)CC1
1	-1	-2	0.92	-5	0.97	2	8	O=C(N/N=C/c1cccnc1)c1ccccc1Cl
-1	0	1	0.99	-18	1.1	-5	1	CC(O)Cn1c(=O)c2c(nc(Br)n2Cc2ccccc2)n(C)c1=O (stereo not given)
-5	1	5	0.85	16	0.92	8	15	CC(C)C(c1nnnn1Cc1ccco1)N1CCN(c2nc3ccccc3s2)CC1 (stereo not given)
-5	-15	-2	1	12	1.1	-9	-4	COc1ccc(OCCNC(=O)C(c2ccccc2)c2ccccc2)cc1
-1	-1	-1	0.9	14	0.95	5	10	O=c1/c(=C/c2ccccn2)sc2nc3ccccc3n12
-1	-5	-1	1.1	11	1	-2	-12	CCC(C)NC(=O)C1CCC(CNS(=O)(=O)c2ccc3c(c2)CC(C)N3C(C)=O)CC1 (stereo not given)
-6	-5	3	1	-6	0.98	2	-2	C/C(=N\NS(=O)(=O)c1ccc(C(C)(C)C)cc1)c1ccccc1
-11	2	-7	0.99	-4	0.9	10	1	Fc1ccccc1CSc1nnc(-c2cccnc2)o1
-18	-2	-9	1	77*	1.1	-6	-4	CCOc1ccc2ccccc2c1/C=N/NC(=O)CC1(C)OCCCO1
-3	-3	-1	1.2	-3	1	-4	-20	O=C(C1CCCCC1)N1CCN(S(=O)(=O)c2ccc(Br)cc2)CC1
-4	1	0	1.1	0	1.1	-5	-6	CC(=O)NC12CC3CC(C1)CC(C(=O)N1CCN(S(=O)(=O)c4ccccc4[N+](=O)[O-])CC1)(C3)C2
-2	1	0	1.1	11	1	-4	-10	CCOC(=O)c1sc(NC(=O)c2cccs2)cc1C
-5	1	-19	0.98	1	0.87	13	2	Nc1nc(-c2ccc(-c3ccccc3)cc2)cs1
-4	-1	15	0.91	-5	0.95	5	9	CC1=C(C(=O)OCc2ccccc2)C(c2ccc(C(C)(C)C)cc2)NC(=O)N1CCCCCC(=O)O (stereo not given)
8	-1	5	1.4	16	0.85	15	-42	O=c1cc[nH]c2c1ccc1c(=O)cc[nH]c12
-7	1	2	0.65	13	1	-2	35	CCc1cc2c(cc3c(=O)n(CC(=O)N4CCN(c5ccccn5)CC4)nc(CC)n32)s1
-2	-3	-12	1.1	-27	0.99	1	-5	Cc1c(NC(=O)CCN2C(=O)c3ccccc3C2=O)c(=O)n(-c2ccccc2)n1C
-37	5	7	0.99	15	0.98	2	1	O=C(COc1c(Br)cc(Br)c2cccnc12)N1CCCCC1
-6	4	-14	0.94	-5	1	-2	6	CCOc1ccc(C(=O)NCC(=O)NCCOc2ccc(C)cc2)cc1
-1	6	1	0.76	4	1.1	-5	24	CC(=O)C[C@H]1c2cc(F)ccc2S(=O)(=O)N1c1ccc(N(C)C)cc1
2	3	-4	0.78	3	0.95	5	22	Cc1ccc(Cc2nc(-c3cccc(C)c3)no2)cc1
27	0	-12	1.4	-18	0.82	18	-37	Cc1cccc(C)c1OCC(=O)OC/C(O)=C(\C#N)c1nc2ccccc2[nH]1
x	4	x	0.93	x	0.96	4	8	O=C(Nc1ccc(F)c(F)c1)c1ccc(F)c(S(=O)(=O)N2CCOCC2)c1
2	-2	-3	1.1	-2	1	-3	-10	CSc1ccccc1NC(=O)COC(=O)c1c[nH]c(=O)[nH]c1=O

PfG6PD inh: what is marked active above
ATG4B inhibitor	A3A deaminase	HKDC1 inh	hIAP act	PfG6PD inh	mIAP act	mIAP inh	hIAP inh	molecule
-18	-2	-9	1	77*	1.1	-6	-4	CCOc1ccc2ccccc2c1/C=N/NC(=O)CC1(C)OCCCO1

Further results.
ATG4B inhibitor	A3A deaminase	HKDC1 inh	hIAP act	PfG6PD inh	mIAP act	mIAP inh	hIAP inh	molecule
6	-2	-3	0.97	-2	0.87	13	3	Cc1csc(C(C#N)C(=O)c2ccc(S(=O)(=O)N3CCCC3)cc2)n1 (stereo not given)
-3	2	3	0.91	-5	0.92	8	9	Nc1nc(NCCCN2CCOCC2)nc(Nc2ccc(Cl)cc2)c1[N+](=O)[O-]
-2	48*	0	1	-2	1	-1	-4	CC(C)c1ccc(C2(C)NC(=O)N(CC(=O)N3CCN(C(=O)c4cccs4)CC3)C2=O)cc1 (stereo not given)
-13	-2	-12	1	1	1	0	-3	Cc1cc(C)n(C(=O)CN2C(=O)c3ccccc3C2=O)n1
-3	-7	-6	0.99	-9	0.91	9	1	Oc1cccc(NC(=S)Nc2ccccc2)c1
-5	-2	-12	1.2	5	1	0	-15	O=C(/C=C/c1c(F)cccc1Cl)Nc1nc2ccccc2[nH]1
-2	1	-3	1.2	-6	0.92	8	-16	O=[N+]([O-])c1ccc(N2CCCCC2)cn1
-5	1	-2	1.1	-6	1	-3	-6	CC(=O)Nc1nnc(/C=C/c2cccc([N+](=O)[O-])c2)s1
0	4	-4	1	4	1	-3	-3	O=C(Nc1cccc(-c2ccc3nncn3n2)c1)c1ccco1
-11	-3	-4	0.93	15	0.98	2	7	Cc1cc(C)nc(NCC(O)CNc2ccccc2C)n1 (stereo not given)
12	3	-5	1.1	9	0.89	11	-8	COc1ccc(NC(=O)CC2SC(N)=NC2=O)c([N+](=O)[O-])c1 (stereo not given)
-3	0	1	0.91	14	1	-3	9	NC(=O)CSc1nnc(-c2ccc(O)cc2)n1Cc1ccco1
0	2	-4	1.2	-15	1	-2	-21	Cc1ccc(S(=O)(=O)N2CCN(C(=O)CSc3ncn[nH]3)CC2)c(C)c1
-8	-4	-1	1.1	12	1	-4	-6	Cc1cccc(N2CCN(C(=O)COc3ccc4c(c3)CCC4)CC2C)c1 (stereo not given)
-6	7	-4	0.98	1	0.93	7	2	O=[N+]([O-])c1ccc(N2CCCCC2)nc1
-9	-3	5	0.83	15	1	-1	17	Cc1cc(S(=O)(=O)Nc2ccc(F)cc2)c(C)s1
-3	0	-6	0.93	-11	1	-2	7	Cc1cc(Cl)ccc1NC(=S)NCCN1CCOCC1
1	2	4	0.94	-13	0.89	11	6	O=C(Nc1ccccn1)c1sc2cccc(F)c2c1Cl

Source: PubChem BioAssay
